TRPC4 inh – inhibitors of mouse TRPC4 channel, primary screen, Fluo4 calcium, HEK293 TRPC4beta/mu-opioid cells; Short transient receptor potential channel 4 (Mus musculus), Q9QUQ5; DAMGO-evoked Fluo4 calcium flux; stronger effect = lower value; B-score at 10 µM; actives 0.39% (n = 300,000);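 active = B-score over 3 SD under the library average, no early fluorescence shift, positive overall ratio signal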
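Test system – stable TRPC4beta/mu-opioid receptor HEK293 cells · Probe or stimulus – DAMGO, a submaximal dose followed by a maximal one · Dosing – one concentration per compound · Signal – Fluo4 calcium fluorescence by kinetic imaging, 5 s 1 Hz baseline · Evaluation – per-well B score of integrated baseline-normalized Fluo4 ratio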
TRPC6 inh – mouse TRPC6 channel inhibitors, primary screen, cell-based, HEK293, membrane potential dye. Short transient receptor potential channel 6 (Mus musculus), Q61143. ACh-evoked depolarization; stronger effect = lower value. B-score at 10 µM. actives 1.1% (n = 310,000). AID 2553, 2010;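 active = B-score under library mean minus 3 SD, initial fluorescence not abnormally high, positive integrated signal ratio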;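 also: B-score derived from integrated fluorescence ratio over the kinetic read; more negative B-score means stronger inhibition of depolarization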
TMEM16A act – TMEM16A chloride channel activators or potentiators, primary screen, cell-based, HTS; HEK293 TMEM16A/YFP-H148Q/I152L, iodide quench fluorescence; stronger effect = lower value; AID 623877, 2012; actives 0.3% (n = 340,000); B-score at 10 µM;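 active = fluorescence-ratio B-score plate-corrected deviation score at least 3 library SD below zero, with starting fluorescence score within 5 deviations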;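 also: channel opened by trigger with iodide after compound preincubation; score built on the fluorescence ratio of max minus min over baseline; more negative score means more quench and so TMEM16A activation or potentiation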
Target sequence (Q8BHY3 whole entry, looked up): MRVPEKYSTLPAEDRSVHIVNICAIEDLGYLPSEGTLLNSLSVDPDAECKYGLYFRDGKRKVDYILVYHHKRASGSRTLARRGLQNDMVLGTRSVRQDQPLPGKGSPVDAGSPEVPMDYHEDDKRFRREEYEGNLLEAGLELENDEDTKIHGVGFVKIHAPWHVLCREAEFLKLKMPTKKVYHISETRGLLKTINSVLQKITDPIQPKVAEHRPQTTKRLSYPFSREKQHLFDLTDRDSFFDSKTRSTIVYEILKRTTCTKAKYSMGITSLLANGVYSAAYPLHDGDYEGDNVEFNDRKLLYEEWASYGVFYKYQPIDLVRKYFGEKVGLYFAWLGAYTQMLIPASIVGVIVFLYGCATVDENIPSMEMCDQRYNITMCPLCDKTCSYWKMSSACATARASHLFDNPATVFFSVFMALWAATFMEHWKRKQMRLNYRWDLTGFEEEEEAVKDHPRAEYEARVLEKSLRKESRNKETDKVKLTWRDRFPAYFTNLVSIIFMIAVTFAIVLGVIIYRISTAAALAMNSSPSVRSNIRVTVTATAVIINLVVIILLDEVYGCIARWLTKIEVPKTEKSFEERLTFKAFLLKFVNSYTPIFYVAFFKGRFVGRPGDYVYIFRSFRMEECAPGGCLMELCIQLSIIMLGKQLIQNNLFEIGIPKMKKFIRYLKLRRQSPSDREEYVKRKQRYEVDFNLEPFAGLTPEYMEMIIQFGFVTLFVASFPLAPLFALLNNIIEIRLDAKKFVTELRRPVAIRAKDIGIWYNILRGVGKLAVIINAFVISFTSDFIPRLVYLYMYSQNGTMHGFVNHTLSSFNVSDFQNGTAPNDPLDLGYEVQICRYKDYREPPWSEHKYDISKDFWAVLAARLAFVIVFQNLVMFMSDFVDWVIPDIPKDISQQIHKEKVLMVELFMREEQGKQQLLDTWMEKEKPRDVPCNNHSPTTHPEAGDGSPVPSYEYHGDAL
TRPC6 act – mouse TRPC6 channel activators, primary screen, cell-based, HEK293, membrane potential dye. Short transient receptor potential channel 6 (Mus musculus), Q61143. HEK293-TRPC6 membrane potential dye fluorescence; stronger effect = higher value. B-score at 10 µM. actives 0.13% (n = 310,000). AID 2550, 2010;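 active = B-score of the integrated fluorescence ratio above library mean plus 3 SD, and starting fluorescence ratio within library mean plus 5 SD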;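 also: higher score means more depolarization so channel activation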
SKKanGAS inh – S. pyogenes SKKanGAS growth inhibitors in kanamycin, primary screen, streptokinase expression inhibitor project, SKKanGAS strain, BacTiter-Glo luminescence. 6 h. inhibition, % at 7.5 µM. actives 1.3% (n = 300,000);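 active = mean replicate score, as percent of positive control median, at least 50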;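 also: strain carries kanamycin resistance gene driven by streptokinase promoter and grows in 40 µg/ml kanamycin; loss of luminescence reflects streptokinase promoter inhibition or plain growth inhibition; 0% = median of DMSO wells and 100% = positive control at its reference dose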
MrgX1 PAM – positive allosteric modulators of MrgX1, primary screen, HEK293 cells, Fluo-4 calcium flux; actives 0.63% (n = 310,000); AID 588675, 2011; Mas-related G-protein coupled receptor member X1 (Homo sapiens), Q96LB2; FDSS; stronger effect = higher value; B-score at 10 µM;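 active = plate-corrected calcium response at least 3 library SD above typical, normal starting fluorescence, not activating the receptor alone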;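 also: compound read alongside a low EC10 to EC30 dose of BAM8-22 agonist; peak minus trough fluorescence over baseline measured at the second addition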
MrgX1 antagonist – antagonists of human MrgX1 receptor, primary screen, HEK293 cells, Fluo-4 calcium flux. AID 588676, 2011. BAM8-22 antagonism; stronger effect = lower value. B-score at 10 µM. actives 1.3% (n = 310,000);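 active = calcium-response B-score plate-corrected more than 3 library SD below zero, starting fluorescence within 5 deviations, no agonist response on first addition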;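 also: peak minus trough fluorescence over baseline after final BAM8-22 challenge near maximal dose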
ANO1 block – TMEM16A chloride channel inhibitors, primary screen, cell-based, HTS; HEK293 TMEM16A/YFP iodide influx fluorescence, ionomycin; normalized B-score (activity score, 25-100; higher = stronger inhibition) at 10 µM; AID 588511, 2011; actives 1.2% (n = 310,000);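 active = ratio plate-corrected score three or more library SD toward inhibition, starting fluorescence score within five deviations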;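 also: score derived from kinetic fluorescence span divided by baseline fluorescence per well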
TRPC4 potent – positive allosteric modulators of TRPC4, primary screen, cell-based, mouse TRPC4beta, HEK293 mu-opioid, Fluo-4 calcium; Short transient receptor potential channel 4 (Mus musculus), Q9QUQ5; B-score at 10 µM; DAMGO EC20, Fluo-4 Ca2+ flux; stronger effect = higher value; AID 2227, 2009; actives 0.42% (n = 310,000);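 active = B-score of calcium response area above 5 SD of library B-scores, with initial fluorescence ratio within 5 SD of library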;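 also: B-score of integrated fluorescence ratio over time as area under calcium response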
MrgX1 agonist – agonists of human MrgX1 receptor, primary screen, HEK293 cells, Fluo-4 calcium flux; Mas-related G-protein coupled receptor member X1 (Homo sapiens), Q96LB2; Fluo-4 calcium fluorescence, agonist mode; stronger effect = higher value; B-score at 10 µM; actives 0.44% (n = 310,000);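 active = calcium response B-score plate-corrected fluorescence ratio at least 3 library SD, with starting fluorescence B-score inside 5 SD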
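Test system: Stable human MrgX1 HEK293 cell line | Schedule: Overnight plating before 1 h dye loading | Read-out basis: Baseline-normalised fluorescence change ratio, B-scored | Detection: Kinetic calcium dye fluorescence, Fluo-4 NW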
TRPC4 agonist – activators of mouse TRPC4 channel, primary screen, Fluo4 calcium, HEK293 TRPC4beta/mu-opioid cells; AID 2237, 2010; Fluo4 calcium fluorescence; stronger effect = higher value; actives 0.49% (n = 310,000); Short transient receptor potential channel 4 (Mus musculus), Q9QUQ5; B-score at 10 µM;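 active = B-score above 5 SD of library B-scores, and initial fluorescence ratio not above library mean plus 5 SD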;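 also: positive B-score marks a calcium rise read as TRPC4 activation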
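System: HEK293 cells stably co-expressing mouse TRPC4beta and mu-opioid receptor; Schedule: Fluo4 dye loading 45 min at room temperature, 110 s recording; Detection: Fluo4 fluorescence, kinetic; Evaluation: B-scored integrated calcium fluorescence ratio; Controls: buffer (low) and maximal DAMGO (high).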
* = called active by the depositor.

What do the screens show for `O=C(CSc1nc2ccccc2o1)Nc1ccccc1`?
TRPC4 inh: inactive; TRPC6 inh: inactive; TMEM16A act: inactive; TRPC6 act: inactive; SKKanGAS inh: 10; MrgX1 PAM: inactive; MrgX1 antagonist: inactive; ANO1 block: inactive; TRPC4 potent: inactive; MrgX1 agonist: inactive; TRPC4 agonist: inactive

What do the screens show for `CCOc1ccccc1N1CCN(CC(=O)Nc2nnc(CC)s2)CC1`?
TRPC4 inh: inactive; TRPC6 inh: inactive; TMEM16A act: inactive; TRPC6 act: inactive; SKKanGAS inh: -2; MrgX1 PAM: inactive; MrgX1 antagonist: inactive; ANO1 block: inactive; TRPC4 potent: inactive; MrgX1 agonist: inactive; TRPC4 agonist: inactive

Results for CCCc1nnc(NC(=O)CCC(=O)N2CCC(Cc3ccccc3)CC2)s1 ?
TRPC4 inh: inactive; TRPC6 inh: inactive; TMEM16A act: inactive; TRPC6 act: inactive; SKKanGAS inh: -15; MrgX1 PAM: inactive; MrgX1 antagonist: inactive; ANO1 block: inactive; TRPC4 potent: inactive; MrgX1 agonist: inactive; TRPC4 agonist: inactive

What do the screens show for `CCc1ccc(S(=O)(=O)NCCc2csc(-c3ccccc3)n2)s1`?
TRPC4 inh: inactive; TRPC6 inh: inactive; TMEM16A act: inactive; TRPC6 act: inactive; SKKanGAS inh: -11; MrgX1 PAM: inactive; MrgX1 antagonist: inactive; ANO1 block: 100*; TRPC4 potent: inactive; MrgX1 agonist: inactive; TRPC4 agonist: inactive

Results for COc1ccc(CN2C(=O)C(Cc3ccccc3)Nc3ncnc(N4CCOCC4)c32)cc1 (stereo unspecified) ?
TRPC4 inh: inactive; TRPC6 inh: inactive; TMEM16A act: inactive; TRPC6 act: inactive; SKKanGAS inh: 6; MrgX1 PAM: inactive; MrgX1 antagonist: inactive; ANO1 block: inactive; TRPC4 potent: inactive; MrgX1 agonist: inactive; TRPC4 agonist: inactive

What do the screens show for `Cc1nnc(NC(=O)C2=COCCO2)s1`?
TRPC4 inh: inactive; TRPC6 inh: inactive; TMEM16A act: inactive; TRPC6 act: inactive; SKKanGAS inh: 16; MrgX1 PAM: inactive; MrgX1 antagonist: inactive; ANO1 block: inactive; TRPC4 potent: inactive; MrgX1 agonist: inactive; TRPC4 agonist: inactive

Results for CN(C)CCN(Cc1ccco1)C(=O)c1oc2ccccc2c1NC(=O)COc1ccccc1 ?
TRPC4 inh: inactive; TRPC6 inh: -5.7*; TMEM16A act: inactive; TRPC6 act: inactive; SKKanGAS inh: -12; MrgX1 PAM: inactive; MrgX1 antagonist: inactive; ANO1 block: inactive; TRPC4 potent: inactive; MrgX1 agonist: inactive; TRPC4 agonist: inactive

How did Cc1nc2cc(NS(=O)(=O)c3ccccc3F)ccc2s1 do in these assays?
TRPC4 inh: inactive; TRPC6 inh: inactive; TMEM16A act: inactive; TRPC6 act: inactive; SKKanGAS inh: -6; MrgX1 PAM: inactive; MrgX1 antagonist: inactive; ANO1 block: inactive; TRPC4 potent: inactive; MrgX1 agonist: inactive; TRPC4 agonist: inactive

How did CCN(CC(=O)NCCN1CCOCC1)S(=O)(=O)c1ccc(F)cc1 do in these assays?
TRPC4 inh: inactive; TRPC6 inh: inactive; TMEM16A act: inactive; TRPC6 act: inactive; SKKanGAS inh: -2; MrgX1 PAM: inactive; MrgX1 antagonist: inactive; ANO1 block: inactive; TRPC4 potent: inactive; MrgX1 agonist: inactive; TRPC4 agonist: inactive

How did COc1ccc(-c2cc(C#N)nc(N3CCNCC3)n2)cc1 do in these assays?
TRPC4 inh: inactive; TRPC6 inh: inactive; TMEM16A act: inactive; TRPC6 act: inactive; SKKanGAS inh: 9; MrgX1 PAM: inactive; MrgX1 antagonist: inactive; ANO1 block: inactive; TRPC4 potent: inactive; MrgX1 agonist: inactive; TRPC4 agonist: 129*

What do the screens show for `Cc1ccc2c(c1)NC(=O)C(CC(=O)Nc1ccc(CN3CCC(C)CC3)cc1)O2` (stereo unspecified)?
TRPC4 inh: inactive; TRPC6 inh: -8.5*; TMEM16A act: inactive; TRPC6 act: inactive; SKKanGAS inh: -2; MrgX1 PAM: inactive; MrgX1 antagonist: inactive; ANO1 block: inactive; TRPC4 potent: inactive; MrgX1 agonist: inactive; TRPC4 agonist: inactive

What do the screens show for `O=C(NNc1cc(Br)c(O)c(Br)c1)c1ccccc1`?
TRPC4 inh: inactive; TRPC6 inh: inactive; TMEM16A act: inactive; TRPC6 act: inactive; SKKanGAS inh: 14; MrgX1 PAM: inactive; MrgX1 antagonist: inactive; ANO1 block: inactive; TRPC4 potent: inactive; MrgX1 agonist: inactive; TRPC4 agonist: inactive

What do the screens show for `CCOc1ccc2nnc(-c3ccc(Br)cc3)n2n1`?
TRPC4 inh: inactive; TRPC6 inh: inactive; TMEM16A act: inactive; TRPC6 act: inactive; SKKanGAS inh: 10; MrgX1 PAM: inactive; MrgX1 antagonist: inactive; ANO1 block: inactive; TRPC4 potent: inactive; MrgX1 agonist: inactive; TRPC4 agonist: inactive

What do the screens show for `O=C(N/N=C/c1ccc(OCc2ccc(F)cc2)cc1)c1ccccc1`?
TRPC4 inh: inactive; TRPC6 inh: inactive; TMEM16A act: inactive; TRPC6 act: inactive; SKKanGAS inh: -5; MrgX1 PAM: inactive; MrgX1 antagonist: inactive; ANO1 block: inactive; TRPC4 potent: inactive; MrgX1 agonist: inactive; TRPC4 agonist: inactive

What do the screens show for `S=C(NCc1ccco1)Nc1ccccc1Cl`?
TRPC4 inh: inactive; TRPC6 inh: inactive; TMEM16A act: inactive; TRPC6 act: inactive; SKKanGAS inh: 0; MrgX1 PAM: inactive; MrgX1 antagonist: inactive; ANO1 block: inactive; TRPC4 potent: inactive; MrgX1 agonist: inactive; TRPC4 agonist: inactive

How did COc1ccccc1C1=NOC(CN2C(=O)c3ccccc3S2(=O)=O)C1 (stereo unspecified) do in these assays?
TRPC4 inh: inactive; TRPC6 inh: inactive; TMEM16A act: inactive; TRPC6 act: inactive; SKKanGAS inh: 1; MrgX1 PAM: inactive; MrgX1 antagonist: inactive; ANO1 block: inactive; TRPC4 potent: inactive; MrgX1 agonist: inactive; TRPC4 agonist: inactive

What do the screens show for `COc1ccc(N(C(=O)c2ccc(F)cc2)C2=CC3CCC(C2)N3C)cc1` (stereo unspecified)?
TRPC4 inh: inactive; TRPC6 inh: inactive; TMEM16A act: inactive; TRPC6 act: inactive; SKKanGAS inh: 0; MrgX1 PAM: inactive; MrgX1 antagonist: inactive; ANO1 block: inactive; TRPC4 potent: inactive; MrgX1 agonist: inactive; TRPC4 agonist: inactive

Results for COc1ccccc1NCCC(=O)OCC(=O)NC1CCCCCC1 ?
TRPC4 inh: inactive; TRPC6 inh: inactive; TMEM16A act: inactive; TRPC6 act: inactive; SKKanGAS inh: 0; MrgX1 PAM: inactive; MrgX1 antagonist: inactive; ANO1 block: inactive; TRPC4 potent: inactive; MrgX1 agonist: inactive; TRPC4 agonist: inactive

How did CCN(CC)S(=O)(=O)c1cc(NC(=O)C(C)N(C)CC(=O)Nc2c(C)cccc2C)ccc1C (stereo unspecified) do in these assays?
TRPC4 inh: inactive; TRPC6 inh: inactive; TMEM16A act: inactive; TRPC6 act: inactive; SKKanGAS inh: -4; MrgX1 PAM: inactive; MrgX1 antagonist: inactive; ANO1 block: inactive; TRPC4 potent: inactive; MrgX1 agonist: inactive; TRPC4 agonist: inactive

How did COc1ccc(CCNC(=O)c2ccc(CN3CCC(Cc4ccccc4)CC3)cc2)cc1OC do in these assays?
TRPC4 inh: inactive; TRPC6 inh: inactive; TMEM16A act: -6.9*; TRPC6 act: inactive; SKKanGAS inh: 5; MrgX1 PAM: inactive; MrgX1 antagonist: -5.2*; ANO1 block: inactive; TRPC4 potent: inactive; MrgX1 agonist: inactive; TRPC4 agonist: inactive

How did COC(=O)c1ccc(Cn2nnc3c(=O)[nH]c(C4CCCN(S(=O)(=O)c5ccccc5Cl)C4)nc32)cc1 (stereo unspecified) do in these assays?
TRPC4 inh: inactive; TRPC6 inh: inactive; TMEM16A act: inactive; TRPC6 act: inactive; SKKanGAS inh: 43; MrgX1 PAM: inactive; MrgX1 antagonist: inactive; ANO1 block: inactive; TRPC4 potent: inactive; MrgX1 agonist: inactive; TRPC4 agonist: inactive

How did Cc1ccc(C)c(S(=O)(=O)NCC(c2ccco2)N2CCc3ccccc3C2)c1 (stereo unspecified) do in these assays?
TRPC4 inh: inactive; TRPC6 inh: inactive; TMEM16A act: inactive; TRPC6 act: inactive; SKKanGAS inh: 26; MrgX1 PAM: inactive; MrgX1 antagonist: inactive; ANO1 block: inactive; TRPC4 potent: inactive; MrgX1 agonist: inactive; TRPC4 agonist: inactive

How did CC(SC#N)C(=O)C12CC3CC(CC(C3)C1)C2 (stereo unspecified) do in these assays?
TRPC4 inh: inactive; TRPC6 inh: inactive; TMEM16A act: inactive; TRPC6 act: inactive; SKKanGAS inh: 1; MrgX1 PAM: inactive; MrgX1 antagonist: -5.1*; ANO1 block: inactive; TRPC4 potent: inactive; MrgX1 agonist: inactive; TRPC4 agonist: inactive

High-throughput results deposited in PubChem BioAssay by several laboratories.
